Assay outcomes (PubChem)
GPR151 ag = activators of human GPR151; AID 1508602; activation, % at 11.2 µM; PathHunter beta-arrestin GPR151 cells, luminescence; hit rate 1% among 650,000; in the data active means activation above about 4.9%;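 further: 0% = median of compound wells and 100% = cells with positive control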
Target sequence (Q8TDV0 whole entry, looked up): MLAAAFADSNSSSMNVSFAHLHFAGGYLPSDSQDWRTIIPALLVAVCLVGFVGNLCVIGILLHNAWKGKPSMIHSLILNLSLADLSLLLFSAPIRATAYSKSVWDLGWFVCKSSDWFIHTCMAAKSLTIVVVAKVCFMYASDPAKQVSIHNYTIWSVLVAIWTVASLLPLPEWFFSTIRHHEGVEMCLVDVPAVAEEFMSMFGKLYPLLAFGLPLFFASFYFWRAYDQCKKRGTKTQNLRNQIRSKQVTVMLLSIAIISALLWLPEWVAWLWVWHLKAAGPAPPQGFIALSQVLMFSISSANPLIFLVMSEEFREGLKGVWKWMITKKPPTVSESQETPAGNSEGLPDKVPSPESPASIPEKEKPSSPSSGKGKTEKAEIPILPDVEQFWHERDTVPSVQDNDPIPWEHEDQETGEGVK
MITF primary = inhibitors of human MITF; AID 1259374; hit rate 0.91% among 650,000; AlphaScreen MITF homodimerization, bead proximity signal; O75030; inhibition, % at 2.6 µM; in the data active means inhibition above about 50%;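 further: 0% = vehicle wells with protein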
Target sequence (O75030 whole entry, looked up): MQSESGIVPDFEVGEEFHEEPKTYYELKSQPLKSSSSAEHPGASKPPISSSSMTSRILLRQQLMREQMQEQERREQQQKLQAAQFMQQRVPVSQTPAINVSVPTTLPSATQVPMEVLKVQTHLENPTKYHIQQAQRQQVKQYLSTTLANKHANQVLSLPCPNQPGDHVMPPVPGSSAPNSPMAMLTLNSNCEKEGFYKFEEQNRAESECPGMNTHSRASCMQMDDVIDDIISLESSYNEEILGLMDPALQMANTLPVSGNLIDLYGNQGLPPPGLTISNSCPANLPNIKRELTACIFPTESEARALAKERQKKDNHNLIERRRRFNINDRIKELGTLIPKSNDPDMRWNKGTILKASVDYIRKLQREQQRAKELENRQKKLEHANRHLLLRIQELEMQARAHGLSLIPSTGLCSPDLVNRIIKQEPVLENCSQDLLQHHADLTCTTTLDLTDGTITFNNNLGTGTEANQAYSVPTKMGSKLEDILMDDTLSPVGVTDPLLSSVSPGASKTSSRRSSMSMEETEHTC
FBW7 activator = activators of human E3 ligase FBW7; AlphaScreen FBW7–phospho-cyclin E peptide binding, activator screen; hit rate 0.13% among 650,000; normalized activity (activation), % at 26.1 µM; Q969H0; in the data active means normalized activity above about 1.9%;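 further: purified mutant Fbw7 with reduced substrate affinity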
TEAD-YAP inh = TEAD-YAP interaction inhibition; inhibition, % at 9.12 µM; HEK-TIYL cells, TEAD-Gal4/YAP UAS-luciferase luminescence; AID 1259422; hit rate 1.4% among 640,000; in the data active means inhibition above about 32%;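 further: 0% = median of test compound wells and 100% = reference inhibitor wells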
Active calls of the source: *; / = no result given. This is a random part of the collection; overall some 3.4% were active at least once.

item	canonical_smiles	GPR151 ag	MITF primary
1	C=CC[C@@H]1CC=C[C@@H](C)N1C(=O)CCc1nnc(Cc2cc(OC)ccc2OC)o1	-0.7	-4
2	C(=N\Nc1nn[nH]n1)/c1ccc2c(c1)OCO2	0.2	2
3	CC(C)ON1C(=O)C2C3C=CC(O3)C2C1=O (configuration not stated)	1.0	8
4	COc1cc(OC)cc(-n2nc(C(=O)N3CC(C)CC(C)C3)c3ccccc3c2=O)c1 (configuration not stated)	-0.7	0
5	CCSc1sc(CC)cc1C1C(C(=O)Nc2ccc(C)cn2)=C(C)NC2=C1C(=O)CCC2 (configuration not stated)	-1.3	0
6	Cc1ccccc1OCc1nnc(SCC(=O)N(C)C)n1C	0.6	0
7	CCOC(=O)c1[nH]ncc1CN1CCN(CCC(C)C)C(CCO)C1 (configuration not stated)	-1.5	-15
8	O=S(=O)(NCC1CCCCC1)c1cccc(S(=O)(=O)N2CCCC2)c1	-1.2	-37
9	COc1ccc(C2NC(=S)NC(C)=C2C(=O)Nc2ccccc2)c(OC)c1 (configuration not stated)	0.0	-4
10	COc1cccc([C@@H]2C[C@H](C(=O)N3CCN(C)CC3)N(C)S(=O)(=O)N2)c1	-0.4	17

item	FBW7 activator	TEAD-YAP inh
1	0.0	1
2	-0.2	-11
3	-0.1	14
4	-0.2	-9
5	-0.2	17
6	0.0	6
7	-0.1	-5
8	-0.1	-18
9	0.2	2
10	0.1	15

The results go on:
item	canonical_smiles	GPR151 ag	MITF primary
11	CC(=O)Nc1cnc(NC(=O)c2ccc(Cl)cc2)cc1C	-0.1	-2
12	CCCCC/C=C\C=C\[C@H](O)CCCCCCCCCC(=O)O	-2.2	1
13	O=C(Cc1cccs1)N/N=C/C=C\c1ccccc1[N+](=O)[O-]	1.5	24
14	CC(C)(C)C(=O)NC(NC(=O)C(C)(C)C)c1ccc2c(c1)OCO2	-0.9	21
15	COc1ccc(C2C(C#N)=C(N)OC3=C2C(=O)CC(C)(C)C3)cc1COc1ccc([N+](=O)[O-])c(C)c1 (configuration not stated)	-1.3	7
16	COc1cccc(C(=O)CSc2nnc(-c3c[nH]c4ccccc34)o2)c1	0.4	9
17	COc1ccc(OCc2cccc([N+](=O)[O-])c2)cc1	-1.9	8
18	C=CCNC(=S)NC(=O)c1ccccc1C	2.1	-1
19	CCC(C)c1ccccc1NC(=O)c1cccnc1Cl (configuration not stated)	-0.7	-11
20	C=C(C)Cn1c(N2CC(C)CC(C)C2)nc2c1c(=O)[nH]c(=O)n2C (configuration not stated)	-0.9	-4

item	FBW7 activator	TEAD-YAP inh
11	-0.2	52*
12	/	/
13	-0.1	-27
14	1.3	4
15	-0.1	5
16	0.2	8
17	0.6	-76
18	0.0	9
19	-0.1	5
20	-0.2	-6

Overlap with the part before: 3 compounds; new compounds follow.
item	canonical_smiles	GPR151 ag	MITF primary
18	C=CCNC(=S)NC(=O)c1ccccc1C	2.1	-1
19	CCC(C)c1ccccc1NC(=O)c1cccnc1Cl (configuration not stated)	-0.7	-11
20	C=C(C)Cn1c(N2CC(C)CC(C)C2)nc2c1c(=O)[nH]c(=O)n2C (configuration not stated)	-0.9	-4
21	CN(CCC1CCCCO1)C1CCN(c2cccc(NC(=O)c3ccncc3)c2)CC1 (configuration not stated)	-0.6	5
22	COCc1c(C(=O)NCc2ccsc2)c(=O)cc(C)n1CCc1ccccc1Cl	0.6	-8
23	COC(=O)c1ccc(NC(=O)c2cc3c(CO)cnc(C)c3oc2=Nc2ccccc2)cc1	0.5	-14
24	COc1ccc(C2(CCN3C(=O)c4ccccc4C3=O)CCOC(C)(C)C2)cc1 (configuration not stated)	1.3	2
25	COc1cccc(N2CCN(C(=O)Nc3cccc(C(C)=O)c3)CC2)c1	0.4	2
26	Cc1ccc(S(=O)(=O)/N=C2\C=C(N)C(=O)c3ccccc32)cc1	-0.6	21
27	Cc1ccc(S(=O)(=O)NCCNC(=O)CN2CCCCC2)cc1	2.5	-7
28	CC1(C)Cc2c(sc3nc(SCC(=O)O)nc(N)c23)CO1	3.8	2
29	COc1cc(/C=C2\C=C(c3ccc(Cl)cc3)OC2=O)cc(I)c1OC	-1.1	-5
30	O=C1CCCN1CCn1cnc2c(NCc3cccc(C(F)(F)F)c3)nc(Nc3ncccn3)nc21	0.5	0

item	FBW7 activator	TEAD-YAP inh
18	0.0	9
19	-0.1	5
20	-0.2	-6
21	0.3	-6
22	-0.2	-57
23	-0.1	1
24	-0.1	20
25	0.1	-10
26	-0.5	9
27	-0.2	-1
28	0.2	-2
29	-0.3	-3
30	0.1	6

Going on with the list.
item	canonical_smiles	GPR151 ag	MITF primary
31	CCCOc1ccc(C(C)(N)C(=O)O)cc1 (configuration not stated)	0.5	6
32	CC(C)CC(NC(=O)C1CCC(C)CC1)C(=O)Nc1ccccn1 (configuration not stated)	-0.4	24
33	CC(=O)Nc1cccc(N=Cc2cc([N+](=O)[O-])cc(C)c2O)c1	7.4*	4
34	CN(C)c1ccc(CN2CCCCCC2)cc1	-1.0	-10
35	O=C(NO)c1ccc(Br)s1	0.5	5
36	O=C(c1ccc2c(c1)C1C=CCC1C(c1ccc([N+](=O)[O-])cc1)N2)N1CCOCC1 (configuration not stated)	-1.6	9
37	O=C1CCc2cc(S(=O)(=O)NC(Cc3ccccc3)C(=O)NC3CCCC3)ccc2N1 (configuration not stated)	-0.7	15
38	CCOC(=O)CSCc1nc2c(c(=O)[nH]1)C1(CCCC1)Cc1ccccc1-2	0.1	-7
39	Cc1ccc(NC(=O)N2CCCC(C(=O)O)C2)cc1 (configuration not stated)	1.0	5
40	Cc1ccnc(SCCn2c(N3CCc4ccccc4C3)nc3c2c(=O)[nH]c(=O)n3C)n1	-0.3	-8

item	FBW7 activator	TEAD-YAP inh
31	0.0	-8
32	0.1	-24
33	0.2	-26
34	-0.2	1
35	0.0	-7
36	-0.2	5
37	0.1	2
38	-0.2	-3
39	0.1	-2
40	-0.1	5

A few values from the list.
TEAD-YAP inh, CCSc1sc(CC)cc1C1C(C(=O)Nc2ccc(C)cn2)=C(C)NC2=C1C(=O)CCC2 (configuration not stated) : 17
FBW7 activator, O=S(=O)(NCC1CCCCC1)c1cccc(S(=O)(=O)N2CCCC2)c1 : -0.1
TEAD-YAP inh, CCOC(=O)c1[nH]ncc1CN1CCN(CCC(C)C)C(CCO)C1 (configuration not stated) : -5
FBW7 activator, CC(C)CC(NC(=O)C1CCC(C)CC1)C(=O)Nc1ccccn1 (configuration not stated) : 0.1

Next section.
item	canonical_smiles	GPR151 ag	MITF primary
41	O=C(O)c1cn(Cc2cccc(F)c2)nc1OCc1cccc(F)c1	0.8	-13
42	c1ccc2cc(Nc3nc4ccccc4n4cnnc34)ccc2c1	0.8	-10
43	Cc1ccccc1NC(=O)OCc1ccccc1	3.7	0
44	Cc1nc(N2CCOCC2)c2c(C)c(C(=O)N3CCC(C)CC3)sc2n1	-1.2	-6
45	COc1ccc(Cl)cc1NC(=O)NCC1COC2(CCCCC2)O1 (configuration not stated)	3.6	2
46	COc1cc(S(=O)(=O)NC2CCCC2)ccc1F	0.9	9
47	Cc1ccc(CNC(=O)CCC2CCCN(Cc3cc4ccccc4o3)C2)o1 (configuration not stated)	-0.1	-6
48	O=C(NC1CC1)c1ccc(-c2cncc(C(=O)NC3CC3)c2)cc1	2.3	7
49	CCN1C(=O)C(CC(=O)Nc2ccccc2F)S/C1=N/c1nc2ccccc2s1 (configuration not stated)	0.3	0
50	COCCNC(=O)Cn1cc(/C=C(\C#N)C(=O)NC2CCCCCC2)c2ccccc21	-0.1	9

item	FBW7 activator	TEAD-YAP inh
41	-0.1	-1
42	0.1	2
43	0.2	-47
44	-0.2	6
45	0.1	9
46	0.0	5
47	-0.1	-5
48	0.0	-2
49	-0.1	-3
50	0.5	5

New compounds follow
item	canonical_smiles	GPR151 ag	MITF primary
51	CC1=C(C(=O)O)C2(CCC(C)CC2)OC1=O (configuration not stated)	-0.8	14
52	CN1CCN(c2ccc(C(=O)NCC3Cc4c(F)ccc(-c5ncccn5)c4O3)cc2)CC1 (configuration not stated)	0.1	5
53	COc1ccc(-n2c(SCc3cc(C(C)=O)ccc3OC)nc3ccsc3c2=O)cc1	-1.5	5
54	Cc1c(NC(=O)Nc2ccccc2Br)c(=O)n(-c2ccccc2)n1C	0.0	-6
55	O=[N+]([O-])c1cc(C(F)(F)F)ccc1Oc1cccnc1	-0.6	5
56	COc1ccc(O)c(C=Nc2cccc(Cl)c2)c1	-0.2	0
57	O=C(CN1CCOc2ccccc21)NCc1ccccc1	-0.7	4
58	Cc1c(NC(=O)CS(=O)(=O)c2ccccc2)c(=O)n(-c2ccccc2)n1C	0.2	0
59	N#CCc1ccc(NC(=O)c2cc(Cl)cc(I)c2O)cc1	1.0	-2
60	CC(C)CC(NS(=O)(=O)c1cccc2nsnc12)C(=O)Nc1cccc(F)c1 (configuration not stated)	0.6	10

item	FBW7 activator	TEAD-YAP inh
51	0.8	2
52	1.1	-20
53	0.0	7
54	-0.1	5
55	-0.1	-10
56	0.0	3
57	0.6	-3
58	-0.1	7
59	-0.1	-3
60	0.1	1

(listing goes on)
item	canonical_smiles	GPR151 ag	MITF primary
61	O=C(NCCc1nc(-c2ccc(Cl)cc2)n[nH]1)C1(c2ccccc2)CC1	1.0	2
62	CN(C)c1ccc(/C=N\N=C2/NC(=O)C(CC(=O)c3ccccc3)S2)cc1 (configuration not stated)	-0.1	12
63	CC(C)C(C)NC(=O)CSc1nc(N)cc(N)n1 (configuration not stated)	0.0	2
64	O=C(c1ccc(C(=O)N(C2CCCCC2)C2CCCCC2)cc1)N(Cc1ccccc1)Cc1ccccc1	-0.6	-10
65	COc1cc(C2C=C(c3cccc(Br)c3)Nc3ncnn32)cc(OC)c1OC (configuration not stated)	1.2	-6
66	O=C(c1cc(S(=O)(=O)N2CCCCC2)c[nH]1)N1CCN(C2CCCCC2)CC1	-0.3	-7
67	COc1ccc(C(=O)NCC(=O)O)cc1[N+](=O)[O-]	-1.9	0
68	Cc1cc(C)c(C)c(S(=O)(=O)Nc2ccc3c(c2)C(=O)NCCO3)c1C	0.0	0
69	CCC(=O)N1c2ccccc2NC2=C(C(=O)CC(c3ccccc3)C2)C1c1ccc(C(=O)OC)cc1 (configuration not stated)	1.5	1
70	CCOc1ccc(N)cc1S(=O)(=O)N(CC)CC	0.2	2

item	FBW7 activator	TEAD-YAP inh
61	-0.2	-4
62	0.3	5
63	-0.1	-1
64	0.0	1
65	0.2	2
66	0.0	-3
67	-0.2	-3
68	-0.1	-7
69	-0.1	-10
70	0.0	-5

New compounds follow:
item	canonical_smiles	GPR151 ag	MITF primary
71	O=C(Nc1cccc(F)c1)N1CCN(c2nc(-c3ccc(Cl)cc3)cs2)CC1	0.5	-2
72	Cc1nonc1N1CCN(C(=O)COc2ccc(N(C)Cc3ccc(F)cc3)nn2)CC1	-0.3	9
73	CCC(C)c1ccc(OCC(=O)Nc2nnn(CC)n2)cc1 (configuration not stated)	0.5	-8
74	Cc1ccccc1OCC(=O)Nc1ncc(Cc2cccc(Cl)c2)s1	0.8	2
75	CS(=O)(=O)N(Cc1ccccc1)c1ccc(C(=O)Nc2ccccc2C(=O)O)cc1	1.7	-1
76	O=C(NCc1cccnc1)c1ccc(-c2ccccc2)cc1	-0.8	-7
77	O=C1NN(c2ccc(Cl)c(Cl)c2)C(=O)/C1=C/c1ccc(O)cc1O	0.4	28
78	CC(=O)Nc1cnn(-c2ccc(C(=O)N(Cc3ccncc3)CC3CCCO3)cc2)c1 (configuration not stated)	1.1	5
79	CCOC(=O)c1sc(NC(=O)c2sc3ccccc3c2Cl)nc1-c1ccccc1	-0.1	-2
80	CCCCOc1ccc(C(=O)Nc2ccc(-c3ccc(NC(=O)c4ccc(OCCCC)cc4)c(OC)c3)cc2OC)cc1	-1.0	21

item	FBW7 activator	TEAD-YAP inh
71	-0.1	-6
72	0.2	-2
73	-0.1	-1
74	0.2	50*
75	-0.1	6
76	0.1	-15
77	0.1	5
78	-0.3	-7
79	0.4	-12
80	0.2	8

More structures follow.
item	canonical_smiles	GPR151 ag	MITF primary
81	CCOc1ccccc1CNC(=O)CNC(=O)c1cccs1	0.0	7
82	CC1=NN(c2ccccc2)C(=O)/C1=C/c1ccc(N2CCCC2)o1	3.7	9
83	O=C(c1ccc(F)cc1)N1CCN(c2ccc(Cl)cc2)CC1	-0.5	18
84	CCC1CN(C(=O)Nc2ccc(OC)cc2OC)c2ccccc2S1 (configuration not stated)	-2.7	-6
85	Cc1ccc(C)c(CSC2=NCCN2C(=O)c2ccco2)c1	2.2	1
86	O=C(NC1CC1)c1cc(NCCN2CCOCC2)nc2ccccc12	-1.5	14
87	CN1CCN(C(=O)CC2(c3cccc(F)c3)CC(=O)N(Cc3cccnc3)C2=O)CC1 (configuration not stated)	1.1	6
88	Cc1cc(C)n2[nH]c(=S)nc2n1	1.5	-6
89	CC(=O)OCC1OC(Oc2ccc(C(=O)Cc3ccccc3)c(O)c2)C(OC(C)=O)C(OC(C)=O)C1OC(C)=O (configuration not stated)	1.2	6
90	C=CCn1c(SCC(=O)Nc2sc(C(=O)OCC)c(C)c2C(=O)OCC)nc2sc(C)c(C)c2c1=O	0.4	0
91	Cc1ccc2ccccc2c1CN1CCN(c2c([N+](=O)[O-])c(=O)n(C)c3ccccc23)CC1	1.1	4

item	FBW7 activator	TEAD-YAP inh
81	0.1	-1
82	-0.1	66*
83	0.2	-4
84	-0.1	-9
85	0.1	2
86	0.1	9
87	-0.1	6
88	-0.2	6
89	-0.1	0
90	-0.2	-6
91	0.0	9
